# Dicer inh: blocks human Dicer maturation of pre-miR-21. cat-ELCCA pre-miR-21 Dicer processing, chemiluminescence; stronger effect = higher value. z-score at 25 µM. 47,000 tested, 6% active. AID 1347074; in the data active = z-score above about 3, passing the limit was not always enough;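 also: plate controls were vehicle for no effect and no enzyme for full effect; higher signal means more uncleaved substrate so more Dicer inhibition; strong numbers were not always called active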
# Target sequence (Q9UPY3 whole entry, looked up): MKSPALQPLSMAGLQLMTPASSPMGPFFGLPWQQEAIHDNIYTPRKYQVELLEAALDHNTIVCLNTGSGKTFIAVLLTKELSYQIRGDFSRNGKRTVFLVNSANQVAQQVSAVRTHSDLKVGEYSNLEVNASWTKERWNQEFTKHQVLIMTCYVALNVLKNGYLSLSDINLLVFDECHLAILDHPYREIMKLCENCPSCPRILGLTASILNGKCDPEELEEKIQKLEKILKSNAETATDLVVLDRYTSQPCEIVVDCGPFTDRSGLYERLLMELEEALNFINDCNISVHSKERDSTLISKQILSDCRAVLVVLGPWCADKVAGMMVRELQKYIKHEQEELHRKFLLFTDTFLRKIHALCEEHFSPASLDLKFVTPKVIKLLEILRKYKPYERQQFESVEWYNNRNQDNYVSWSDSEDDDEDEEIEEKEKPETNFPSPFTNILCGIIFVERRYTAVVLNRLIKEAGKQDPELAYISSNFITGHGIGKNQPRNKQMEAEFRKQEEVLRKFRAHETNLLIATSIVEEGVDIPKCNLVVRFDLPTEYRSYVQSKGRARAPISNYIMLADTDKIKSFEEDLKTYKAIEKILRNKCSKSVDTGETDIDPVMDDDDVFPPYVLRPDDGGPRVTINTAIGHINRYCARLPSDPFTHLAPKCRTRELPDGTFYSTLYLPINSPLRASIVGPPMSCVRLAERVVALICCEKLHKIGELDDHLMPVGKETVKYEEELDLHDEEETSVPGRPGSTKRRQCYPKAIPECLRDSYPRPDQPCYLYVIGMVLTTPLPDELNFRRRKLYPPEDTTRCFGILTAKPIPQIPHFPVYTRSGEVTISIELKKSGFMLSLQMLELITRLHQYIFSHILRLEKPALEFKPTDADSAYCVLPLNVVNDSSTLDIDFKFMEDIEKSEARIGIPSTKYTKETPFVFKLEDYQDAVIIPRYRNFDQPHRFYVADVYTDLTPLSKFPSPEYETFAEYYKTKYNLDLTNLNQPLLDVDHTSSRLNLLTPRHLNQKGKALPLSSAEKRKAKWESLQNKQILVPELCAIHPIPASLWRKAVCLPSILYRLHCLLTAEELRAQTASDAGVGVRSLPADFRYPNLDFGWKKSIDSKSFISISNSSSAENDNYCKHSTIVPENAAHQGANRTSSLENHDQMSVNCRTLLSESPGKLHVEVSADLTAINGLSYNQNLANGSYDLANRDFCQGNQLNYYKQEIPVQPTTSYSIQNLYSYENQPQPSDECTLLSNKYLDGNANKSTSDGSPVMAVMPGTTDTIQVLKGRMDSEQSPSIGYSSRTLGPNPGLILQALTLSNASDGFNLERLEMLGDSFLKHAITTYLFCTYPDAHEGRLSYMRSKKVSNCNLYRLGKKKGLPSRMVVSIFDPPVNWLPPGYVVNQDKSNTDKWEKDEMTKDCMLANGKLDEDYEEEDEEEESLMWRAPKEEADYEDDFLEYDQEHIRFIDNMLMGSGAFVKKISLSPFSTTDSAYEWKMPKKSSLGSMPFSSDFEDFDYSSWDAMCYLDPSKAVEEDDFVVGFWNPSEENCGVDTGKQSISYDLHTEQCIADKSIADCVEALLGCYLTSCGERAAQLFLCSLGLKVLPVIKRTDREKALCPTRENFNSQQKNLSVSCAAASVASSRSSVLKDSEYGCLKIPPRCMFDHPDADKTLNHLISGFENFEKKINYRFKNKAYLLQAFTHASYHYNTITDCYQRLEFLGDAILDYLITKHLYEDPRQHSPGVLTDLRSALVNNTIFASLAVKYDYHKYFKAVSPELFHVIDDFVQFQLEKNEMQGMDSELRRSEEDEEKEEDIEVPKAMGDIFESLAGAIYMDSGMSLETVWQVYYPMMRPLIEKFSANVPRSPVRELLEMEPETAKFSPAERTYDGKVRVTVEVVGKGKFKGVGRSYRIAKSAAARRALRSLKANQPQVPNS
# Active calls of the source: *. An excerpt; rates above refer to the full screens.
SMILES,Dicer inh
CC(C)n1cc(/C(N)=N/O)c(=O)n(Cc2ccccc2)c1=O,0.26
Oc1ccccc1Nc1nc(NCc2ccccc2)c2ccccc2n1,2.4
CCOC(=O)C1=NNC(C(=O)c2ccc(OC)cc2)C1c1ccccc1 (configuration not stated),-0.15
CC1(C)OC(=O)C(=C2C3C4CC5C2C2C3CC4C52)C(=O)O1 (configuration not stated),0.7
Cc1ccc(N=Cc2c(C)[nH]n(-c3ccccc3)c2=S)c(C)c1,-3.9
Cc1ccc(-c2cnc3c(-c4ccc(Cl)cc4)c(C)nn3c2N)cc1,-0.44
CCCCCOC(=O)C1=C(C)NC2=C(C(=O)CCC2)C1c1ccc(C)cc1 (configuration not stated),-0.29
Fc1ccc2[nH]cc(-c3nnnn3-c3ccc(Br)cc3)c2c1,2.9
COc1ccc(S(=O)(=O)N(C(=O)c2ccncc2)c2cc3sc(=O)oc3c3ccccc23)cc1,-2.7
NC(Cc1cccc(-c2ccccc2CP(=O)(O)O)c1)C(=O)O (configuration not stated),1
Cc1n[nH]c(=O)nc1NCC1CCCO1 (configuration not stated),5.8*
CN1C=CC(=CC=C2C=CC(=O)C=C2)C=C1,2.6
COC(=O)c1ccccc1NC(=S)Nc1ccc(Cl)cn1,0.07
CC1=C(C(=O)Nc2cc(C)ccn2)C(c2cccc(Br)c2)C2=C(CC(C)(C)CC2=O)N1 (configuration not stated),0.42
CC(C)CNC(=O)CSc1nc(-c2cccs2)cc(C(F)(F)F)n1,-0.42
O=C(O)CCCCCN1C(=O)C2C3c4ccccc4C(c4ccccc43)C2C1=O (configuration not stated),-0.96
N#CC1(CN2C(=O)C3(OCCO3)c3ccccc32)CC=CCC1 (configuration not stated),1.2
c1ccc2c(c1)CCOC2CNCC1COc2ccccc2O1 (configuration not stated),0.92
CCOC(=O)[C@@H]1CSC2C3SC[C@@H](C(=O)OCC)N3CCN21 (some centres not stated),-0.99
CN(C)/C=C/C(=O)/C=C/c1ccc(Cl)cc1Cl,1.5
CC(C)(C)C(=O)OC/C(N)=N/OC(=O)c1ccccc1,1.8
Cc1cc(NC(=O)Nc2ccc(F)cc2F)n(C)n1,0.65
CCC(CCC(=O)Nc1nncs1)C(=O)O (configuration not stated),0.9
Cn1c(NCc2ccco2)nc2c1c(=O)n(CCc1ccccc1)c(=O)n2C,1.3
C#C/C(=C(C(=O)OC)/C(C(=O)OC)=C(/CC(=O)OC)C(=O)OC)c1ccccn1,2.4

# Going on with the list:
SMILES,Dicer inh
[Li+],-0.51
COc1ccc(C(=O)N2CCSC2=S)cc1,0.68
O=C(O)c1nccnc1C(=O)Nc1ccc2c(c1)OCCCO2,-2.6
Cn1c(SCC(=O)c2ccc(Br)cc2)nnc1-c1ccccc1,0.33
CC1(C)NC(=O)N(CC(O)CN(c2ccccc2)S(=O)(=O)c2ccccc2)C1=O (configuration not stated),2.2
COC(=O)c1c(NC(=O)c2nc3ncccn3n2)sc2c1CCCCC2,1.2
O=c1[nH]c(-c2ccccc2)nnc1/C=C/c1ccccc1,-0.05
CC(=O)Oc1ccc(OC(C)=O)c2c1C(=O)c1ccccc1C2=O,-1.1
CN1CCN(C(=O)C2CCCCC2C(=O)O)CC1 (configuration not stated),-0.62
COc1ccc(OCC(O)CNC(=S)Nc2ccc3c(c2)OCO3)cc1 (configuration not stated),1.4
Cc1cccc(-c2nc(-c3cc4ccc(C)cc4[nH]c3=O)no2)c1,0.38
Cc1c(-c2ccccc2)sc2nc[nH]c(=O)c12,-0.94
CC(C)NC(=O)c1cc2n(n1)C(C(F)(F)F)CC(c1ccco1)N2 (configuration not stated),-0.61
Cc1ccc(C(=O)/C(=C\N(C)C)c2nnnn2-c2ccccc2)cc1,-2.7
COc1cc(C2/C(=C(\O)c3ccccc3)C(=O)C(=O)N2c2cccc(Cl)c2)ccc1O (configuration not stated),2.3
COC(=O)C1=C(C)O/C(=C2/C=CC=CN2)C(C)=C1,3.1*
Cc1cc(C2=CSC3=NCCN23)ccc1Cl,-0.76
CCCc1nnc(N2C(=O)c3oc4ccc(F)cc4c(=O)c3C2c2ccc(OC)cc2)s1 (configuration not stated),1.5
Cn1nc(-c2ccc(N3CCCCC3)c(NS(C)(=O)=O)c2)c2ccccc2c1=O,-0.48
CCOc1ccc(C2C(C#N)=C(N)Oc3n[nH]c(-c4ccccc4)c32)cc1 (configuration not stated),-6.9
CSc1cc(C(C)(C)C)nn1C(=O)Nc1ccccc1,-0.11
CCNc1nc2c3ccccc3n(C(C)=O)c2s1,0.44
Cc1cc(C)c(CSCCNC(=O)NC(C)(C)C)c(C)c1,-0.63
O=C(CSc1n[nH]c(-c2ccco2)n1)c1ccc(Cl)cc1,-0.09
O=C1CCCN1CC(CN1CCOCC1)Sc1nnnn1-c1ccccc1 (configuration not stated),0.75

# Additional structures follow.
SMILES,Dicer inh
CCOC(=O)CSc1nc(-c2ccc(OC)cc2)cc(C(F)(F)F)c1C#N,2.3
NC(=S)NNC(=O)c1ccc(Cl)cc1,-1.1
CN(C)CCCNc1cccc(Cl)c1C#N,1.2
NC(=O)c1cc(Cl)cn(-c2ccccc2)c1=O,-5.8
O=C(O)CCC(Nc1ncnc2ccccc12)C(=O)O (configuration not stated),1.3
CCCOC(=O)COc1ccc2c(=O)c(Oc3ccc(OC)cc3)coc2c1,1.7
Cn1c(=O)c2c(nc(NCC3CCCO3)n2Cc2ccc(Br)cc2)n(C)c1=O (configuration not stated),-0.31
CC(=O)C1=CN=C(c2ccc(Cl)cc2)SC1,-2.3
CSc1ncc2c(n1)CC(C)(C)C/C2=N\OC(=O)c1cccc(C(F)(F)F)c1,-0.68
CCS(=O)(=O)c1ccc(O)c(NC(=O)COc2ccc(Br)cc2)c1,-0.72
Cc1nn(C)c(C)c1CN(C)C(=O)c1cc2nc(-c3ccc4c(c3)OCO4)cc(C(F)(F)F)n2n1,-0.34
Cc1ccc(C)c(Nc2nnc(-c3ccc(C)c(S(=O)(=O)NCCO)c3)c3ccccc23)c1,0.3
O=C1C(=O)N(CCCN2CCOCC2)C(c2ccco2)/C1=C(\O)c1ccc(Cl)cc1 (configuration not stated),2.4
Cc1ccc(-c2nc(N)sc2-c2ccccc2)cc1,3.1*
Cc1cc(NC(=O)c2nccnc2C(=O)O)n(C)n1,-0.99
O=S(=O)(O/N=C1\CCc2ccccc21)c1ccc(Cl)cc1,-0.15
O=C(CSc1nc(-c2cccs2)cc(C(F)(F)F)n1)NCc1ccco1,0.51
COc1cccc(O)c1C(=O)Nc1cccc([N+](=O)[O-])c1,-0.2
Cc1ccc(-c2c(C#N)c(N)nc3c2CCCC3)o1,-0.66
Cc1nonc1NC(=O)Nc1cccnc1,-3.8
C#CCNc1sc(C(C)=O)cc1[N+](=O)[O-],-0.75
CCOC(=O)C1=C(C)NC2=C(C(=O)CC(C)(C)C2)C1c1ccccc1F (configuration not stated),-0.1
O=C(O)C1CC1C(=O)Nc1ccc(Oc2ccc(Cl)cc2C2CCCCC2)nc1 (configuration not stated),-0.39
COc1cccc(C2CC(C(F)(F)F)n3ncc(C(=O)O)c3N2)c1 (configuration not stated),-0.84
COc1ccccc1N1CCN(c2ncnc3nc[nH]c23)CC1,-2

# More compounds.
SMILES,Dicer inh
COc1ccc(/C=C/c2sc3ccc(O)cc3[n+]2C)cc1,-0.77
COC(=O)C1=C(C)Nc2nnnn2C1c1ccc(O)cc1 (configuration not stated),0.53
COc1ccc(C(C)C)cc1S(=O)(=O)Nc1ccc(Cl)cn1,0.52
CCOc1ccccc1-c1oc2ccc(C)cc2c(=O)c1O,-3.3
O=C(NNC1=Nc2ccccc2SC1)c1ccccc1,-0.72
CC1(C)C=Cc2cc(-c3noc(-c4cccc(C(F)(F)F)c4)n3)ccc2O1,-0.59
CCSc1nccc(C(F)(F)F)c1C(=O)N(CC)c1c(C)cccc1C,-0.77
NNC(=S)NC1CC2CC1C1C=CCC21 (configuration not stated),0.94
O=S1(=O)N=C(Nc2ccc(N3CCOCC3)cc2)c2ccccc21,1.6
O=C(C1Sc2nnc(-c3ccccc3)n2NC1c1ccccc1)N1CCCC1 (configuration not stated),-0.08
CC(C)N(C(=O)CN(C#N)c1nc(N(C)C)nc(N(C)C)n1)c1ccccc1,5.2*
CCc1oc(C(=O)O)cc1CN(CC)CC,1.6
CSC1=N/C(=C\c2ccccc2Cl)C(=O)N1Cc1ccc(Cl)cc1,-1.1
COC(=O)c1cscc1S(=O)(=O)N1CCN(c2coc3ccccc3c2=O)CC1,1.1
Nc1ccccc1C(=O)N/N=C/C=C/c1ccccc1,0.15
Clc1ccc(C2N(Cc3ccccc3)CCC3CCCCN32)cc1Cl (configuration not stated),-0.15
C=CCOc1c(Cl)cc(C2C(C(=O)OC)=C(C)NC3=C2C(=O)c2ccccc23)cc1OC (configuration not stated),0.02
CCOC(=O)c1cc(CC)sc1NC1=NS(=O)(=O)c2ccccc21,-0.56
C(=N\Nc1c2c(nc3ncnn13)CCC2)/c1cccs1,1.4
Cc1ncc(S(=O)(=O)Nc2cc(-c3ccccc3)nn2C)[nH]1,-0.05
CC(C)OC(=O)C1C(=O)CC(C)(O)C(C(=O)OC(C)C)C1c1ccc(C(C)C)cc1 (configuration not stated),-0.26
O=C(Nc1ncc2c(n1)CC(c1ccccc1)CC2=O)c1ccc(-c2ccccc2)cc1 (configuration not stated),-1
COc1cc(NC(=O)c2cc3ccccc3o2)c(OC)cc1Cl,0.92
Cc1cc(C)c(C#N)c(SC(C(=O)NC(C)(C)C)c2ccccc2)n1 (configuration not stated),1
CCc1c(C#N)c(SCC(=O)NCc2ccc3c(c2)OCO3)nc2c1C(=O)CC(C)(C)C2,-0.1

# Additional structures.
SMILES,Dicer inh
c1n[nH]c(SCCCCSc2ncn[nH]2)n1,-0.34
C=C(C)C1CC=C(C(=O)O)CC1 (configuration not stated),-1.5
COc1ccc(C2=NN(C(=O)CCCC(=O)O)C(c3ccc(OC)cc3)C2)cc1 (configuration not stated),0.24
CC(C)N1C(=O)C(=O)c2ccccc21,-1.7
O=C(CSC1=NC(=O)C(c2ccccc2)C(=O)N1)Nc1nc2ccccc2s1 (configuration not stated),3
O=C(Nc1ccc(Cl)cc1)OC1CCSC1 (configuration not stated),0.15
COC(=O)C1=C(C)NC2=C(C(=O)CCC2)C1c1ccc(Cl)cc1 (configuration not stated),0.75
Cc1ccc(/C(O)=C2\C(=O)C(=O)N(CCCN3CCOCC3)C2c2ccc(Cl)cc2)cc1 (configuration not stated),-0.65
Cc1ccccc1C1CC(c2ccc(F)cc2)Nc2nc(N)nn21 (configuration not stated),-0.68
O=C(Nc1ccc(Cc2ccc(NC(=O)c3cccc([N+](=O)[O-])c3)cc2)cc1)c1cccc([N+](=O)[O-])c1,-1.5
CN(C)/C=C(\C(=O)c1cccc(C(F)(F)F)c1)c1nnnn1-c1ccccc1,-1.7
CC(C)CNc1nc2c(c(=O)[nH]c(=O)n2C)n1C(C)C,0.88
COC(=O)C1=NOC2(CC(=O)N(c3ccc(F)cc3)C2=O)C1 (configuration not stated),-0.16
Cn1/c(=N/N=c2\oc3ccccc3n2C)oc2ccccc21,-0.28
COc1cccc(N2C(=O)CC(Nc3ccc(N4CCOCC4)cc3)C2=O)c1 (configuration not stated),0.93
CCCCCC(C)(C)NC(=O)CN1CCOCC1,-1.1
COc1cc(Cl)c(C(F)(F)F)cc1NC(=O)c1ccccc1Cl,1.5
FC(F)(F)c1ccnc(NCCNc2nccc(C(F)(F)F)n2)c1,-0.42
CC(C)(CC(=O)O)CC(=O)N1CCCN(c2c(Cl)cncc2Cl)CC1,1.9
C/C(=N/Nc1nc2c(c(=O)n(C)c(=O)n2C)n1C/C=C\c1ccccc1)c1ccc(Cl)cc1,-0.51
C=CCSc1nc2sc3c(c2c(=O)n1Cc1ccccc1)CCC(C)C3 (configuration not stated),-1.5
CCOC(=O)c1c(NC(=S)Nc2cc(C)ccn2)sc(C)c1C,-0.56
COc1cc(OC)c(/C=C2/C(=O)Nc3ccccc32)c(OC)c1,0.67
CC(=O)Nc1nc(CC(=O)O)cs1,0.71
O=C(CSCC(=O)c1ccccc1)c1ccccc1,-1.8
COc1ccc(N(C(=O)c2ccco2)S(=O)(=O)c2cccs2)cc1,0.04
O=C(Nc1ccc(OC(F)(F)F)cc1)Nc1nc(-c2ccc(F)c(F)c2)cs1,1.6
O=C(Nc1ccc2c(c1)OCCO2)C1CCN(S(=O)(=O)c2ccc(Br)cc2)CC1,24
CCOC(=O)c1nnn2c1nc(SCc1ccc([N+](=O)[O-])cc1)c1ccccc12,-1.4

# Assay outcomes as filed in PubChem BioAssay.
